MRP-1 activ: activates MRP-1 | 140,000 compounds, 0.61% hits | H69AR cells + doxorubicin, viability rescue, CellTiter-Glo | viability increase, % at 10 µM;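 active = viability gain under doxorubicin at or above a set limit, the compound median plus 3 SD, cut at about 4.7% in these data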;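 note: MRP-1 overexpressing cells given doxorubicin 25 µM after compound pretreatment; 18-22 h compound pretreatment then 72 h with doxorubicin before readout; 0% = doxorubicin-only wells and 100% = vehicle-treated cells without doxorubicin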
Measles CPE: protection of cells from measles virus; Measles virus-infected cells, CPE protection, absorbance; protection (pct of control), % at 4 µM; 140,000 compounds, 1.5% hits; in the data active = protection mostly above about 24%, no sharp cut-off; inactive = mostly below about 26%; note: some compounds called inactive have numbers as strong as hits
NPY-Y2 antag: blocks the human neuropeptide Y Y2 receptor; inhibition, % at 2.7 µM; NPY-Y2 expressing cells, antagonist mode; 140,000 compounds, 0.99% hits; AID 793; in the data active = inhibition above about 17%;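 note: 0% = vehicle with agonist challenge and 100% = reference antagonist with challenge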
Target sequence (P49146 whole entry, looked up): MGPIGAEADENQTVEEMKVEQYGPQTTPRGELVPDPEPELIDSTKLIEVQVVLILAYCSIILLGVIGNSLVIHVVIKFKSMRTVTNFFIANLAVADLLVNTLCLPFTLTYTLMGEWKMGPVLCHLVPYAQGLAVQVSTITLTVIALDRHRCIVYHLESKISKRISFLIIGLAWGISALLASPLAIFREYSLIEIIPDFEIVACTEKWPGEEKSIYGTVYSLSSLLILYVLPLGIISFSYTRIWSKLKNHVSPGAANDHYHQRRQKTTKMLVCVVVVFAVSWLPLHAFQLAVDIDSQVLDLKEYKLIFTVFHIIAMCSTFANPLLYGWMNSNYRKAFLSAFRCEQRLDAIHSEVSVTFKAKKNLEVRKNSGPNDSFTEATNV
HCT116 PTEN-null: growth suppressors of cells with PTEN tumor suppressor deletion | HCT116 PTEN-null viability, CellTiter-Glo, 60 h; hits give low values | viability, % at 10 µM | 140,000 compounds, 1.2% hits | AID 827;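 active = viability at or below a set limit, 4 SD under the median of all tested compounds, cut at about 3.7% in these data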;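 note: PTEN knockout HCT116 line with beta catenin targeted HCT116 as companion control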
E-sel TNF inh: blocks E-selectin expression induced by TNF alpha. AID 1246. 120,000 compounds, 0.71% hits. HUVEC TNFa-induced E-selectin immunofluorescence, high content. inhibition, % at 2 µM;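 active = inhibition above the batch mean plus 3 SD, and confirmed as a hit on visual image review, cut at about 43% in these data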;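 note: 0% = TNF-stimulated DMSO wells and 100% = unstimulated control wells; not every result past the cut was called active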
Yeast lifespan up: extends the lifespan of yeast; 130,000 compounds, 0.68% hits; inhibition of the nicotinamide effect, % at 10 µM; S. cerevisiae growth with nicotinamide, OD615; deaD strain in restrictive glucose medium;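 active = inhibition above a set limit, placed 3 SD over the median of all compounds, cut at about 26% in these data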;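 note: 0% = nicotinamide-treated wells and 100% = cells grown without nicotinamide; some compounds called inactive have numbers as strong as hits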
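Assay system: engineered S. cerevisiae DeaD replicative-lifespan strain, galactose-grown log-phase cells; Buffer or medium: CSMM-D glucose medium, restrictive; Probe or stimulus: nicotinamide 1.5 mM; Compound: single dose 10 µM compound, 0.25% DMSO; Schedule: 4 h preincubation then 48 h treatment at 30 °C; Technique: OD615 measurement.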
bCat KO growth: beta-catenin-lacking colon tumor cell growth suppression; viability, % at 10 µM; HCT116 beta-catenin knockout viability, CellTiter-Glo, 60 h; hits give low values; 140,000 compounds, 1.5% hits; AID 818;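 active = viability at or under a set limit, the compound median less 4 SD, cut at about 6% in these data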;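 note: 0% = Hyamine 1622 control at 20 µM and 100% = untreated cell control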
Phagocyt inh: macrophage phagocytosis inhibition | J774A.1 macrophage IgG-bead phagocytosis, imaging | AID 1029 | inhibition, % at 5 µM | 110,000 compounds, 0.07% hits;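 active = inhibition above the mean of the plate negative controls plus 5 SD, cut at about 13% in these data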;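 note: phagocytic index as fraction of beads internalized from green versus red external bead signal; plate controls were DMSO negative control for no effect and cytochalasin-D positive control for full effect; some results beyond the cut were filed as inactive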
GALR2 blocker: blocks the human galanin receptor 2. O43603. GALR2-expressing cells, antagonist mode. inhibition, % at 4 µM. 140,000 compounds, 0.39% hits. AID 828; in the data active = inhibition above about 27%;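 note: cells stimulated with galanin 1-16 at roughly its EC80; 0% = agonist challenge control and 100% = basal control without agonist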
Target sequence (O43603 whole entry, looked up): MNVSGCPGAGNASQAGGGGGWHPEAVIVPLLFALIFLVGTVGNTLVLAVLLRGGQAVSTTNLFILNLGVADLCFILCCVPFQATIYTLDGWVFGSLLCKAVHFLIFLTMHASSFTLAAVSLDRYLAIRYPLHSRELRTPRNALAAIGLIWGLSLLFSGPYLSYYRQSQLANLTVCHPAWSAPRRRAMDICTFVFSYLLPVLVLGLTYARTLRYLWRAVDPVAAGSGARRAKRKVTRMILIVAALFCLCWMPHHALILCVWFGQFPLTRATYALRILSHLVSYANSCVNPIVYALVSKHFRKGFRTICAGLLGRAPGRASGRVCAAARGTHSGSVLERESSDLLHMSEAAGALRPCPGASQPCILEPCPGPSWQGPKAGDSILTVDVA
Yeast growth inh: reduces growth of yeast BB579 in restrictive medium | inhibition, % at 10 µM | S. cerevisiae BB579 growth, OD615, 48 h | 140,000 compounds, 0.51% hits | AID 804;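 active = inhibition above a set limit, 3 SD over the mean compound inhibition, cut at about 44% in these data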; note: inactives centre near -24
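Assay system – yeast BB579 (DeaD) · Dosing – single compound dose of 10 µM, 0.25% DMSO final · Detection – OD615 turbidity measurement · Buffer or medium – CSMM-D restrictive synthetic medium containing dextrose (glucose) · Benchmarks – positive control amphotericin B 10 µg/mL · Incubation – 48 h exposure, 30 °C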
The depositor's hits bear a star; nt = no result given. No enrichment for hits (roughly 6.2% active in at least one column).

SMILES | MRP-1 activ | Measles CPE | NPY-Y2 antag | HCT116 PTEN-null | E-sel TNF inh | Yeast lifespan up | bCat KO growth | Phagocyt inh | GALR2 blocker | Yeast growth inh
O=C(CN1C(=O)C2C3C=CC(C3)C2C1=O)Nc1nc(SCc2ccc(Cl)cc2)n[nH]1 (stereo not given) | -0.1 | 6 | 12 | 87 | 37 | -14 | 78 | nt | -6 | -37
COC1Cc2ccccc2N(C(=O)N2CCN(CCO)CC2)c2ccccc21 (stereo not given) | -1.6 | 11 | 0 | 89 | nt | -12 | 88 | 1 | -8 | -33
Cc1sc(/C=C2\C(=O)ON=C2c2ccccc2)cc1Br | -0.4 | 6 | 3 | 94 | -13 | 1 | 66 | -1 | 6 | -42
Cc1cc(C)n(CC(=O)O)n1 | -2.5 | 2 | 0 | 100 | -10 | nt | 90 | nt | 1 | 17
CC(C)C(=O)Nc1cc2c(cc1C(=O)c1ccccc1)OCCO2 | -0.4 | 6 | 3 | 87 | 12 | -4 | 95 | nt | 6 | -36
Nc1nncn1C(=O)c1cc(Br)ccc1Cl | -2.2 | 23 | 1 | 90 | -13 | -18 | 78 | 3 | -7 | 0
Cc1cc(N2CCCCC2)nc(N2CCOCC2)n1 | -1.1 | 3 | 3 | 95 | -4 | 2 | 107 | -1 | -7 | -24
O=C1NC(NS(=O)(=O)c2ccc(Cl)cc2)(C(F)(F)F)C(=O)N1Cc1cccnc1 (stereo not given) | 0.0 | 19 | 2 | 96 | 0 | 0 | 84 | -3 | -3 | -22
CCn1c(SCC(=O)Nc2ccc(S(=O)(=O)Nc3ccccn3)cc2)nnc1-c1ccncc1 | -1.8 | 16 | 2 | 95 | 12 | -5 | 92 | 0 | -11 | -51
Cc1onc(-c2ccccc2Cl)c1C(=O)Nc1c(C)n(C)n(-c2ccccc2)c1=O | -0.4 | 2 | 2 | 109 | nt | 2 | 93 | 4 | 8 | 3
Cc1ccc(Cn2ncc3c(N4CCOCC4)ncnc32)cc1 | -1.4 | 3 | 1 | 87 | nt | -6 | 96 | -1 | -9 | -14
COc1ccc(C(=O)NCC(=O)N/N=C/C(C)=C/c2ccccc2)cc1OC | -2.3 | 9 | -2 | 88 | 19 | 1 | 80 | -5 | -2 | -35
Cc1cc(C)c(S(=O)(=O)c2ccccc2)c(OC(=O)c2ccc(Cl)cc2Cl)n1 | 1.2 | 21 | 2 | 99 | -7 | 52* | 86 | -1 | -4 | -52
C#CCn1c(=NC(=O)c2ccc(S(=O)(=O)N3CCc4ccccc4C3)cc2)sc2cc(S(N)(=O)=O)ccc21 | -4.9 | 3 | 2 | 1.5* | nt | 4 | 1.4* | 2 | -6 | -27
O=C(c1ccco1)N1CCN(CCOCCOc2cccc3ccccc23)CC1 | -1.9 | 0 | 4 | 69 | -3 | -7 | 83 | -1 | 6 | -3
CCOC(=O)Cn1c(=O)oc2cc(S(=O)(=O)N3CCc4ccccc43)ccc21 | -2.0 | 30 | -1 | 89 | nt | -13 | 92 | -1 | 1 | 10
Clc1ccccc1Oc1cnc2ccccc2n1 | -2.3 | 25 | 5 | 105 | 12 | -27 | 97 | -1 | -14 | -14
COCCNC(=O)C(C)N1c2cccc3cccc(c23)S1(=O)=O (stereo not given) | -3.8 | 1 | -2 | 90 | 15 | nt | 89 | nt | 5 | -77
Cc1ccsc1C(=O)NCCC(c1ccccc1)c1ccccc1 | -1.3 | 15 | 4 | 76 | -3 | 6 | 93 | -11 | -5 | -5
CCOc1cc(/C=N/NC(=O)C(=O)NCCCOC(C)C)cc(Br)c1O | -1.6 | 5 | 3 | 92 | nt | 15 | 97 | -4 | 2 | -39
COc1ccc(CNCC(O)COCc2cccs2)cc1 (stereo not given) | -2.6 | 6 | 6 | 110 | -5 | 8 | 91 | 0 | -12 | -46
Cc1cc(C(=O)COC(=O)Cc2n[nH]c(=O)c3ccccc23)c(C)n1-c1cccc(C(F)(F)F)c1 | 0.3 | 3 | 9 | 45 | nt | -4 | 51 | -3 | -7 | -29
NC[C@@]12CCCC1C1CCC2C1 (stereo not given in full) | -1.2 | 20 | 1 | 89 | 7 | -2 | 91 | 2 | 13 | -35
Cc1nn(Cc2c(Cl)cccc2Cl)c(C)c1NC(=O)Cn1nc([N+](=O)[O-])c(Cl)c1C | -5.0 | 19 | -1 | 10 | nt | 5 | 11 | 2 | 2 | -18
CCOC(=O)c1c(NC(=O)c2cc3n(n2)C(C(F)(F)F)CC(c2ccccc2)N3)sc(C)c1C (stereo not given) | -3.3 | 6 | 2 | 69 | nt | 7 | 71 | -10 | -6 | -43
Cc1ccc2c(c1)C1(C(=O)N2C)N2CC3(C)CN1CC(C)(C2)C3=O (stereo not given) | -1.2 | 16 | 0 | 84 | -35 | -12 | 97 | -1 | 13 | 7
C=CCn1c(N)c(C(=O)NCc2ccco2)sc1=S | -1.9 | 12 | 2 | 97 | 9 | -2 | 89 | 0 | -3 | -23
COCCN1CCn2c(nc3cc(NC(=O)c4cccs4)ccc32)C1 | -0.5 | 3 | -1 | 97 | 2 | 9 | 100 | 1 | -9 | -87
CCC(CC)C(=O)Nc1cccc(/C(C)=N\NC(=O)c2ccc(C)s2)c1 | -2.9 | 4 | -2 | 95 | -22 | -4 | 98 | -3 | 7 | -18
O=C(NC1CC1)c1ccc(CSCc2cccc(F)c2)o1 | -1.9 | 3 | 1 | 86 | 11 | -8 | 82 | -1 | 3 | 18
COc1ccc(N(CC(=O)NC(C)(C)C)S(=O)(=O)c2ccccc2)cc1OC | -0.2 | 4 | 2 | 98 | 2 | -1 | 104 | 0 | 2 | -26
COC(=O)c1sccc1NC(=O)c1csc2c1CCCC2 | -2.3 | 10 | 9 | 68 | 11 | -1 | 68 | -1 | -1 | -32
CCc1nnc(NC(=O)c2ccc(COc3ccccc3)o2)s1 | 3.2 | 10 | 6 | 97 | -53 | -15 | 94 | nt | 4 | -98
Cc1ccc(C(=O)CN(C(=O)c2ccc(Cl)c(Cl)c2)N2C(=O)C3CCCCC3C2=O)cc1 (stereo not given) | -0.2 | 12 | 2 | 92 | 0 | -3 | 109 | 0 | 7 | -14
COc1cccc(CNC(=O)Cn2cc3c(n2)CCCC3)c1 | -0.5 | 24 | 2 | 113 | -6 | -1 | 103 | 1 | 5 | 14
CC1(C)Cc2c(ccc3ccccc23)C(=O)N1 | -3.5 | 7 | 3 | 61 | 7 | -27 | 81 | nt | 5 | -64
CC(C)(C)C(=O)Nc1cc2nn(-c3ccccc3)nc2cc1Cl | -2.0 | 8 | 0 | 88 | 11 | -6 | 84 | 0 | 8 | -10
CCN(CC)C(=O)c1n[nH]c(=O)c2ccccc12 | -1.5 | 3 | 1 | 98 | 11 | -10 | 97 | -4 | -4 | -7
Cc1cc(C(=O)COC(=O)CC2Sc3ccccc3NC2=O)c(C)n1-c1cccc(C(F)(F)F)c1 (stereo not given) | -3.4 | 3 | 5 | 51 | 1 | -3 | 56 | -6 | -4 | -19
Cc1cc(-c2nsc(=O)o2)c(S(C)(=O)=O)s1 | -0.9 | 4 | 0 | 113 | -26 | 10 | 103 | 0 | 9 | 0
O=C(CCN1CCN(c2ccccc2)CC1)Nc1ccc2c(c1)OCO2 | -3.0 | 12 | 2 | 85 | -17 | -1 | 95 | nt | 4 | -39
CCCn1c(NCc2cccs2)nc2ccccc21 | -0.9 | 27 | 5 | 88 | 4 | -13 | 94 | 0 | 16 | -3
O=S1(=O)CCN(Cc2ccccc2Cl)CC1 | -1.0 | 9 | 1 | 101 | nt | -7 | 93 | nt | -1 | -18
CCOC(=O)N1CCN(C(=O)CNS(=O)(=O)c2cccs2)CC1 | -4.2 | 17 | 1 | 99 | 13 | -12 | 100 | 0 | 1 | -30
CC1(C)CC(=O)C=C(Nc2ccc(F)cc2F)C1 | 1.2 | 32 | 2 | 94 | 1 | -12 | 101 | 1 | -2 | 17
CN(C(=O)c1cc2n(n1)C(C(F)(F)F)CC(c1ccco1)N2)c1ccccc1 (stereo not given) | -3.6 | 9 | 1 | 94 | 2 | -9 | 103 | 0 | -4 | -17
Cc1ccc(C(=O)N/C(=C/c2cccs2)C(=O)NCCc2c[nH]c3ccccc23)cc1 | -2.5 | 5 | 6 | 67 | 6 | 1 | 74 | -4 | -4 | -32
Cc1ccc(N2CN(Cc3cccnc3)CNC2=S)cc1 | -1.1 | 20 | 2 | 90 | nt | 6 | 96 | -10 | -2 | -8
CC1=CC(C)(C)N(C(=O)c2ccc(F)cc2)c2cc3c(cc21)OCO3 | -3.6 | 13 | 11 | 69 | 12 | 7 | 76 | 2 | -9 | 1
CN(C)c1ccc(/C=C2\NC(=S)N(Cc3ccccc3)C2=O)cc1 | 1.2 | 24 | -1 | 77 | 20 | -6 | 84 | nt | 7 | -62
The results go on.
SMILES | MRP-1 activ | Measles CPE | NPY-Y2 antag | HCT116 PTEN-null | E-sel TNF inh | Yeast lifespan up | bCat KO growth | Phagocyt inh | GALR2 blocker | Yeast growth inh
Cn1cc(C(=O)N2CCN(c3ccccn3)CC2)c(=O)c2cc(S(=O)(=O)N3CCOCC3)ccc21 | -0.2 | 6 | 0 | 90 | -34 | -11 | 100 | -3 | 1 | -10
CCn1c(SCC(=O)Nc2nccs2)nnc1-c1cc2cccc(OC)c2o1 | -0.3 | 18 | 3 | 82 | nt | -13 | 94 | 0 | -3 | -40
COCCNC(=O)c1cc(-c2cccc(OC)c2)on1 | -1.8 | -1 | 2 | 97 | 30 | -20 | 92 | nt | -10 | -10
CC(C)CN1C(=O)c2ccc(NC(=O)c3cccs3)cc2C1=O | 0.6 | 6 | 1 | 82 | -28 | -6 | 83 | -2 | 4 | 10
C=CCn1c(N)c(C(=O)NCCC2=CCCCC2)sc1=S | -1.1 | 11 | -2 | 93 | 11 | -17 | 90 | 0 | 4 | -26
CC(=O)c1ccc(CCCC(=O)O)cc1 | -1.2 | 8 | 4 | 91 | -26 | -5 | 99 | -1 | 6 | -10
CCc1ccc(NC(=S)NC2CCN(Cc3ccccc3)CC2)cc1 | -4.9 | 6 | 1 | 45 | nt | 1 | 43 | -5 | -13 | -8
COc1ccccc1-n1c(SCC(N)=O)nc2c(c1=O)SCC2 | -0.7 | 2 | 3 | 96 | nt | -9 | 84 | 0 | 0 | 20
CC(C)C(=O)c1cc2c(cc1NC(=O)c1cccs1)OCCO2 | -2.5 | 41 | 3 | 81 | 1 | -22 | 86 | nt | -3 | -11
O=C(NCC1CCCO1)c1ccc2c(c1)N(Cc1ccccc1)C(=O)CS2=O (stereo not given) | 2.0 | 17 | 3 | 91 | 5 | -9 | 96 | 1 | 8 | -10
CCCCN(C)CCNS(=O)(=O)c1ccc2c(c1)n(C)c(=O)c(=O)n2C | 0.3 | -1 | -1 | 98 | 8 | -4 | 94 | nt | 1 | -19
CC1CSc2nc3sc4c(c3c(=O)n21)CCCC4 (stereo not given) | -0.8 | 6 | 0 | 97 | -17 | -28 | 94 | -6 | -1 | -44

Source: PubChem
